Screens deposited in PubChem by National Center for Advancing Translational Sciences (NCATS).
RECQ1 helicase – blocks DNA unwinding by human RECQ1. hit rate 0.54% among 240,000. P46063. RECQ1 DNA unwinding, red fluorescence kinetic read. Potency, µM (series often up to 57.3 µM), for the others: at the top dose activity, negative = inhibition, hits mostly inhibitors;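 further: plate controls were vehicle for no effect and no enzyme for full effect; nearly all actives have a fitted effect of over 30% in size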
Target sequence (P46063 whole entry, looked up): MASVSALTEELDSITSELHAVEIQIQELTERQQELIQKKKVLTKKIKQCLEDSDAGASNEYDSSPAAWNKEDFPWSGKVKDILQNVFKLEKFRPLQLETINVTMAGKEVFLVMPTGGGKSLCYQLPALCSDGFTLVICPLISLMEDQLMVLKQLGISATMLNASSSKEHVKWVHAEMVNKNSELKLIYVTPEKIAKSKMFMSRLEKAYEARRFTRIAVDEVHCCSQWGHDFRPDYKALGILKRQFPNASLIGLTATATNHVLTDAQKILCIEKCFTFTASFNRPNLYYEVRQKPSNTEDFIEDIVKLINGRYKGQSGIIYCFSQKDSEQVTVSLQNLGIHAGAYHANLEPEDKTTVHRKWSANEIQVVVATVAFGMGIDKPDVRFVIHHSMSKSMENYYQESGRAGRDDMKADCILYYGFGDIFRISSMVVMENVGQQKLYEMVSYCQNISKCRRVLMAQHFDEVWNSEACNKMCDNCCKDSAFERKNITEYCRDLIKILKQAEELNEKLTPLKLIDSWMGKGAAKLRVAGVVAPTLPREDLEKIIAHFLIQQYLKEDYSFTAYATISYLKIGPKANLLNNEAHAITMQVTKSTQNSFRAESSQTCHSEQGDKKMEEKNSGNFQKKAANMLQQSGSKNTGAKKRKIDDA
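RECQ1T1 50 nM; forked duplex (20 bp + 30-nt ss tails) 200 nM, ATP 2 mM final; pH 8.0, 2 mM MgCl2, 2.5 ug/ml poly(dI-dC); 15 min compound preincubation; discontinuous kinetic read over 2 h at RT.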
TRb SRC2 PPI – disrupts binding of human TR beta to SRC2 | P10828 | TRbeta-SRC2 peptide binding, fluorescence polarization; receptor liganded with 1 µM T3 | Potency, µM (highest dose often 106 µM), for inactives: at the top dose activity change, negative = inhibition, actives largely listed as inhibitors | hit rate 0.065% among 280,000;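 further: plate controls were bound peptide for no effect and peptide without receptor for full effect; nearly all actives have a fitted effect of over 50% in size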
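TRb LBD 0.6 uM + Texas Red SRC2 peptide 20 nM, 1 uM T3, Tris buffer w/ 5% DMSO; compound pinned, 5 h RT; FP read ex 555/em 632; normalized to unbound and bound controls.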
Tau FP inhib – tau fibrillization inhibition (FP); P10636; K18 P301L tau heparin fibrillization, Alexa594 FP, 6 h; Potency, µM (titrated, usually from 57.7 µM), without a hit: top-dose activity, negative = inhibition, usual class: inhibitors; hit rate 0.39% among 280,000; further: on the % scale 0 is the no-effect control and ±100 the full control effect; nearly all actives have a fitted effect of over 55% in size
Target sequence (P10636 561-689 P618L limits assumed): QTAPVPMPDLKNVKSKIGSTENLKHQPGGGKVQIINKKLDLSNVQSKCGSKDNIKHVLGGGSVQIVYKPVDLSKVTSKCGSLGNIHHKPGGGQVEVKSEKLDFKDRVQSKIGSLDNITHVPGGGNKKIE
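Recombinant K18 P301L […], labeled with Alexa 594 at 0.24 uM over 15 uM unlabeled; heparin inducer 20 uM final; 37 C, 6 hr; FP endpoint.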
TR SRC2 fluor cs – alters Texas Red total fluorescence, flagging assay interference | hit rate 0.29% among 280,000 | TRb/SRC2 Texas Red total fluorescence interference | Potency, µM (top dose mostly 106 µM), for the others: top-dose fluorescence change, negative = quenching; active means well fitted curve in either direction with a large enough effect; inconclusive means small, poorly fitted or top-dose-only effect; further: on the % scale 0 is the no-effect control and ±100 the full control effect
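Flags fluorescent or light-absorbing compounds by total fluorescence, S + 2P, at 555 nm excitation and 632 nm emission. Mixture: 20 nM Texas Red SRC2 peptide, 0.6 uM human TRb LBD, 1 uM T3, 5% DMSO; compound exposure 5 h at ambient temperature.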
L3MBTL1 inh – blocks human L3MBTL1. hit rate 0.66% among 230,000. Q9Y468. Potency, µM (doses to about 57.1 µM), without a hit: top-dose activity, negative = inhibition, hits mostly inhibitors. AID 485360. AlphaScreen L3MBTL1–H3K9me1 peptide binding; further: on the % scale 0 is the no-effect control and ±100 the full control effect; nearly all actives have a fitted effect of over 60% in size
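AlphaScreen assay: L3MBTL1 (50 nM final) was preincubated 30 min at room temperature with biotinylated H3(1-15)K9me1 peptide (75 nM final), then 30 min with library compounds; streptavidin donor and nickel chelate acceptor beads (10 ug/mL final) added, 30 min dark.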
HTT cytoprotect – cytoprotection in Huntington HTT-Q103 PC12 cell model. hit rate 0.14% among 230,000. PC12 HTT-Q103 induced, cytoprotection, ATP luminescence, 40 h. Potency, µM (highest dose often 56.4 µM), for the others: cytoprotection (ATP increase), usual class: activators;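 further: % of control where 0% means no effect; nearly all actives have a fitted effect of over 45% in size; toxic huntingtin expression switched on by the ecdysone agonist tebufenozide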
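Compounds were screened for protection of PC12 cells against cell death after tebufenozide induction (100 nM final) of mutant Huntingtin exon 1 (Q103) fused to GFP.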
Tau ThT inhib – tau fibrillization inhibition (ThT binding); P10636; recombinant tau K18 P301L, heparin-induced fibrillization, ThT fluorescence; Potency, µM (series often up to 57.4 µM), for the others: top-dose activity, negative = inhibition, actives largely listed as inhibitors; hit rate 2.1% among 270,000; AID 1460; further: on the % scale 0 is the no-effect control and ±100 the full control effect; nearly all actives have a fitted effect of over 55% in size
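Heparin-induced fibrillization of the P301L-mutant K18 repeat-domain fragment of human tau was followed by ThT binding in quantitative high-throughput format.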
Tau fluor cs – counter-screen for tau fibril formation inhibitors | tau K18 P301L (four-repeat tau fragment) Alexa594 fluorescence, heparin fibrillization | Potency, µM (doses to about 57.7 µM), for inactives: top-dose activity change, negative = decrease | hit rate 0.93% among 280,000; further: on the % scale 0 is the no-effect control and ±100 the full control effect; nearly all actives have a fitted effect of over 55% in size
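Human K18 P301L tau (15 uM unlabeled plus 0.24 uM Alexa 594-labeled, final) in 100 mM sodium acetate pH 7 was mixed with compound and 20 uM heparin and incubated 6 hr at 37 C.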
Starred values were filed as active, the others as inactive; i = inactive; ? = inconclusive; / = not tested or not shown; [ ] = another dose, or the depositor's remark. Unless noted, the call rests on the fitted dose curve; in most records, active means well fitted curve in the direction sought with a large enough effect; inconclusive means small, poorly fitted or top-dose-only effect, or another doubt; inactive means no such curve, though single readings can be large; an effect the other way counts as inactive or inconclusive. Potency means the concentration at half of the fitted maximal effect. A portion of the library; the hit share may differ from the screen's.

Start of the listing, in advance:
SMILES | RECQ1 helicase | TRb SRC2 PPI | Tau FP inhib | TR SRC2 fluor cs | L3MBTL1 inh | HTT cytoprotect | Tau ThT inhib | Tau fluor cs
Cc1cccc(N2C(=O)SC(N(C)c3ccccc3)C2=O)c1 (stereo unspecified) | i | -1.3% | 1.1% | -4.2% | / | -32.7%[10 µM] | -17.1% | -6.0%
Cc1nnc(NC(=O)c2ccc3ccccc3n2)s1 | -12.9% | 2.0% | -8.3% | -5.0% | / | -32.6%[inhibitor] | ? | -16.4%
CCC(CC)C(=O)Nc1ccc(Nc2ccccc2)cc1 | i | 1.6% | 17.4% | 1.4% | -15.5% | -18.1%[0.074 µM] | -8.3% | -24.2%
NCCC[C@@H](CC(=O)N[C@@H]1CCCC[C@H]1C(=O)N[C@H](CC(=O)N[C@@H](CCC(=O)O)CC(=O)O)Cc1ccccc1)NC(=O)C[C@H](Cc1ccccc1)NC(=O)[C@@H]1CNCC[C@H]1N | -14.7% | -1.6% | -9.0% | -3.4% | / | -33.2%[inhibitor] | -4.7% | -3.8%
C/C(=N/NC(=O)c1cccs1)c1ccc(NC(=O)COc2ccc(Cl)cc2)cc1 | -3.1% | 5.6% | -8.3% | -0.5% | 3.2% | 21.0% | ? | -10.4%

Main list, from the first entry:
SMILES | RECQ1 helicase | TRb SRC2 PPI | Tau FP inhib | TR SRC2 fluor cs | L3MBTL1 inh | HTT cytoprotect | Tau ThT inhib | Tau fluor cs
Cc1cccc(N2C(=O)SC(N(C)c3ccccc3)C2=O)c1 (stereo unspecified) | i | -1.3% | 1.1% | -4.2% | / | -32.7%[10 µM] | -17.1% | -6.0%
Cc1nnc(NC(=O)c2ccc3ccccc3n2)s1 | -12.9% | 2.0% | -8.3% | -5.0% | / | -32.6%[inhibitor] | ? | -16.4%
CCC(CC)C(=O)Nc1ccc(Nc2ccccc2)cc1 | i | 1.6% | 17.4% | 1.4% | -15.5% | -18.1%[0.074 µM] | -8.3% | -24.2%
NCCC[C@@H](CC(=O)N[C@@H]1CCCC[C@H]1C(=O)N[C@H](CC(=O)N[C@@H](CCC(=O)O)CC(=O)O)Cc1ccccc1)NC(=O)C[C@H](Cc1ccccc1)NC(=O)[C@@H]1CNCC[C@H]1N | -14.7% | -1.6% | -9.0% | -3.4% | / | -33.2%[inhibitor] | -4.7% | -3.8%
C/C(=N/NC(=O)c1cccs1)c1ccc(NC(=O)COc2ccc(Cl)cc2)cc1 | -3.1% | 5.6% | -8.3% | -0.5% | 3.2% | 21.0% | ? | -10.4%
COc1ccc(CC(=O)NCC2(N3CCCCC3)CCCCC2)cc1 | -2.0% | 1.8% | -14.0% | -0.1% | / | -23.5% | ? | -12.6%
COc1ccccc1-n1c(C)nnc1SCC(=O)Nc1cccc(C(C)=O)c1 | 2.3% | 1.8% | 2.0% | 0.1% | 0.5% | 12.0%[10 µM] | -9.7% | -10.4%
O=C(N/N=C/c1ccc(Sc2ccccn2)o1)c1cccc([N+](=O)[O-])c1 | -0.1% | -5.3% | 6.9% | -2.0% | -10.7% | / | -12.6% | -25.7%
N#Cc1cc2c(nc1SCC(=O)NCc1ccc3c(c1)OCO3)CCCCC2 | -11.0% | 5.6% | -2.7% | -4.2% | 2.2% | -7.5% | -12.3% | -8.2%
O=c1c2sccc2n(Cc2cc(=O)n3ccccc3n2)c(=O)n1-c1ccccc1 | 4.5% | -4.8% | -2.0% | 0.6% | 9.3% | 11.7%[10 µM] | -3.8% | -6.1%
Cc1ccc(C(C(=O)NC2CCCC2)N(C(=O)Cc2cccs2)c2ccc(C)c(C)c2)o1 (stereo unspecified) | -4.7% | -1.2% | 4.4% | -1.3% | -2.5% | -0.3%[10 µM] | ? | -11.9%
N#Cc1nc(-c2ccccc2F)oc1NCc1cccc2c1OCO2 | -8.3% | 4.9% | 7.8% | -0.2% | -8.5% | -3.5%[10 µM] | -20.5% | ?
Cc1ccc(S(=O)(=O)c2cc3ccccc3nc2N)cc1 | 0.1% | 3.4% | -3.4% | -0.6% | 29.1% | -17.5% | 0.6% | -5.0%
O=S(=O)(Nc1cccc(S(=O)(=O)N2CCOCC2)c1)c1ccc2c(c1)OCCO2 | -13.7% | -10.1% | -2.6% | -5.9% | 41.4%[activator] | -34.6%[inhibitor] | -7.2% | -13.0%
CCC(C)(C)NC(=O)CN(Cc1cccs1)C(=O)C(=O)Nc1ccc2c(c1)OCCO2 | 6.1% | -5.4% | -5.9% | -5.3% | -3.0% | -30.9% | -4.9% | -11.9%
CN(CC(=O)Nc1cc(S(=O)(=O)N2CCOCC2)ccc1Cl)C1CCS(=O)(=O)C1 (stereo unspecified) | 0.0% | -4.6% | 4.9% | -0.9% | -8.0% | -37.1% | 0.6% | -5.0%
CN1C(=O)C2(c3ccccc31)c1c(oc3ccccc3c1=O)C(=O)N2CCO (stereo unspecified) | -4.1% | 4.8% | 1.1% | 2.9% | 3.6% | -4.3%[10 µM] | -4.8% | -5.5%
COCCCN1C(=O)C(=O)/C(=C(/O)c2ccc(OCC(C)C)cc2C)C1c1cccnc1 (stereo unspecified) | -10.7% | -11.1% | -5.5% | -5.4% | 6.3% | 22.3%[1.9 µM] | -6.1% | 1.3%
O=C(Nc1ccccc1)OC1C2CCC1C(N1CCCCC1)CC2 (stereo unspecified) | -8.8% | 4.8% | -5.9% | 0.3% | -6.3% | -12.7%[10 µM] | -9.3% | -3.9%
O=C(CSc1nccn1-c1ccc(F)cc1)Nc1nc2ccccc2s1 | / | -1.1% | -8.2% | 0.6% | / | / | 1.9% | -12.5%
CCc1ccc(C2NC(c3ccc(CC)cc3)C([N+](=O)[O-])C(C)(C)C2[N+](=O)[O-])cc1 (stereo unspecified) | 0.0% | 11.7% | 5.8% | -0.8% | -10.6% | 10.8%[10 µM] | 15.2% | 10.7%
CCOC(=O)c1sc2nc3c(cc2c1N)C(=O)CC(C)(C)C3 | -12.8% | 0.1% | 6.4% | -1.7% | -2.0% | / | -9.3% | -4.0%
Cc1nnc(SCC(=O)N2CC(=O)Nc3ccccc32)n1Cc1ccccc1 | -10.3% | -3.9% | -0.2% | -1.7% | 0.5% | -5.1% | 4.0% | 3.0%
COc1ccc(Cl)cc1NC(=O)Cc1coc2c(C)c(C)ccc12 | / | -8.1% | ? | -22.8% | / | / | -15.7% | ?
CN(C)c1ccc(C(=O)/C=C/c2ccc(Br)cc2)cc1 | i | -4.4% | -7.6% | -0.2% | -1.4% | / | ? | -15.7%
Cc1ccccc1C([O-])=Nc1ccc[n+](-c2nc3ccccc3nc2NS(=O)(=O)c2ccccc2)c1 | -5.3% | -5.2% | 3.5% | -3.9% | -11.3% | -7.6%[10 µM] | ? | -3.6%
O=C(CC1(O)C(=O)N(C/C=C/c2ccccc2)c2ccccc21)c1ccccn1 (stereo unspecified) | -6.5% | 5.3% | 7.8% | -3.5% | -10.9% | -28.2% | ? | -9.1%
Cc1ccc(S(=O)(=O)N2CCCC2C(=O)Nc2ccc(Br)cc2)cc1 (stereo unspecified) | / | -2.8% | -1.0% | 1.4% | / | / | -3.1% | -24.7%
Cc1cc(C)nc(-n2nc(C)cc2NC(=O)C(C)C)n1 | i | 3.7% | -10.5% | -1.8% | / | -12.5% | -0.6% | -3.6%
Cc1cc(=O)oc(C)c1C(=O)n1nc(C)c2c1C[C@@H]1[C@H]2C1(C)C | -0.3% | -6.4% | 2.1% | 1.9% | 2.1% | -7.1% | -4.3% | 2.5%
CCOc1ccccc1/C=N/Nc1ccccc1[N+](=O)[O-] | -4.3% | -0.1% | 0.4% | -9.1% | ? | -11.0% | -11.1% | -11.2%
N#C/C(=C\c1ccccc1)c1nc(-c2cc3c(ccc4ccccc43)oc2=O)cs1 | / | -28.9%[53 µM] | ? | 0.282µM*[quencher] | / | / | 1.8% | -12.7%
COc1cccc(N=c2oc3ccc(OC)cc3cc2-c2nc3ccccc3[nH]2)c1 | -0.4% | -18.6% | -1.6% | -4.1% | / | -114.0%[inhibitor] | ? | -10.2%
O=C(CSc1ncccc1C(=O)Oc1ccccc1Cl)Nc1ccccc1Cl | / | -7.7% | -6.2% | -0.3% | / | / | -9.2% | -14.6%
CCOC(=O)Cc1c(C)nc2cc(-c3ccc(Cl)cc3)[nH]n2c1=O | -8.3% | -3.1% | -11.0% | -6.2% | / | -34.2% | -5.9% | -11.5%
O=C(O)Cc1c(C(=O)O)[nH]c2ccc(C(=O)O)cc12 | i | -0.7% | 0.6% | -1.6% | / | -1.6%[10 µM] | / | 2.6%
O=C(NCc1cccnc1)c1cc(Cl)ccc1[N+](=O)[O-] | 2.6% | -1.3% | 3.4% | -2.2% | 2.5% | / | -3.4% | 1.3%
COc1ccc(NC(=O)COC(=O)C23CC4CC(CC(Cl)(C4)C2)C3)c(OC)c1 | -1.8% | -3.6% | 9.6% | -0.3% | 1.4% | 11.3%[10 µM] | ? | -18.5%
CCCN(CCC)S(=O)(=O)c1cccc(C(=O)Nc2ccc3c(c2)OCO3)c1 | -12.8% | 7.5% | 1.9% | 0.4% | -9.5% | 15.1% | ? | ?
COC(=O)c1sc2nc(SCc3ccccc3C#N)n(N)c(=O)c2c1C | -7.3% | -1.4% | ? | -3.9% | 0.6% | 8.6%[10 µM] | -4.9% | -9.3%
CC(C)(C)C(=O)COC(=O)c1cc(-c2ccncc2)nc2ccccc12 | 1.6% | 1.4% | 1.5% | -6.1% | -9.4% | -18.4% | -9.2% | -18.9%
CC(=O)CC(C)C | -18.4% | 1.5% | / | -2.9% | / | -7.2% | / | /
Oc1ccccc1N1CCN(c2nc(-c3cccs3)nc3ccccc23)CC1 | -16.3% | -3.5% | 8.5% | -1.2% | / | 0.7%[10 µM] | ? | ?
C=CCc1cccc2cc(C(=O)N(C)C)c(=O)oc12 | -4.3% | -2.0% | 2.0% | 0.4% | 4.8% | -9.4%[10 µM] | -7.9% | 2.4%
